Screens: PubChem, The Scripps Research Institute Molecular Screening Center
V1R ag counter: V1a receptor agonism, counter-screen for OXTR agonists | P37288 | CHO-V1R cells, Fluo-8 calcium fluorescence, agonist mode; 0% DMSO, 100% 3 nM vasopressin | activation, % at 3 µM | actives 0.25% (n = 320,000);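 active means activation above the mean activation of all tested compounds plus 3 SD, per screening run, cut at about 20% in these data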;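 further: signal is peak over basal fluorescence ratio across a 100 second FLIPR read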
CHRM1 PAM: positive allosteric modulators of human M1 muscarinic receptor. P11229. CHO-K1 hM1, Fluo-8 calcium fluorescence, ACh EC20; 0% = ACh EC20, 100% = maximal ACh. activation, % at 3 µM. actives 0.088% (n = 360,000). AID 588819; in the data active means activation above about 19%, passing the limit was not always enough
Target sequence (P11229 whole entry, looked up): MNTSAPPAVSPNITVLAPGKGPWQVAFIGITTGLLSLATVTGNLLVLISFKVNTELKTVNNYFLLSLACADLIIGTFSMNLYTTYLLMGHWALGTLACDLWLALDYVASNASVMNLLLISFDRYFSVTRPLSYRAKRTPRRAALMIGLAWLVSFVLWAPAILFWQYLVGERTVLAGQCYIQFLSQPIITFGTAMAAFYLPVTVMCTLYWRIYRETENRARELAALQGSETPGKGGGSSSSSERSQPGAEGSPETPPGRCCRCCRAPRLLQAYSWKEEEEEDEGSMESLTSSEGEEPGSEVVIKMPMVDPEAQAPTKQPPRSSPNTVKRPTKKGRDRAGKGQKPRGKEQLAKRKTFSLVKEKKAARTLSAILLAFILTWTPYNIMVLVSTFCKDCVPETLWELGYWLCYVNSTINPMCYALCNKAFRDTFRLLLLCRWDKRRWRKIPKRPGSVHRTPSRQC
M1 ag: activates human CHRM1 receptor | P11229 | CHO-K1 hM1, Fluo-8 calcium fluorescence, agonist mode; 0% DMSO, 100% acetylcholine EC100 | activation, % at 3 µM | actives 0.33% (n = 360,000) | AID 588814;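 active means activation above the run's mean compound activation plus 3 SD, cut at about 16% in these data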;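 further: peak over basal fluorescence ratio within a 140 s kinetic read after compound addition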
OXTR potentiator: human OXTR potentiation | P30559 | AID 2445 | CHO-OTR cells, Fluo-8 calcium fluorescence, potentiator mode; 0% = oxytocin EC15, 100% = EC100 | actives 0.061% (n = 320,000) | activation, % at 3 µM;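 active means activation above that plate's cutoff, the mean activation of tested compounds plus 3 SD, cut at about 6.6% in these data, passing the limit was not always enough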;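 further: 100% uses oxytocin at 75 nM as the full agonist control; some results filed as inactive read as strong as hits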
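assay system = CHO-OTR cells, human receptor | schedule = compound 6 min at room temperature before oxytocin, 100 s read | detection = Fluo-8 intracellular calcium fluorescence, ex 470-495, em 515-575 nm | evaluation = normalized max/min fluorescence ratio, % activation | control set = EC15 oxytocin alone as 0%, 75 nM oxytocin (EC100) as 100%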
TAAR1 antag: human TAAR1 antagonism; inhibition, % at 3 µM; AID 624466; Q96RJ0; actives 1.5% (n = 360,000); CHO RD-HGA16 TAAR1, Fluo-8 calcium fluorescence, antagonist;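 active means inhibition above a per-plate cutoff, the mean inhibition of test compounds on that plate plus 3 SD, cut at about 49% in these data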;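 further: 0% = DMSO plus EC80 beta-PEA response and 100% = DMSO alone without agonist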
Target sequence (Q96RJ0 whole entry, looked up): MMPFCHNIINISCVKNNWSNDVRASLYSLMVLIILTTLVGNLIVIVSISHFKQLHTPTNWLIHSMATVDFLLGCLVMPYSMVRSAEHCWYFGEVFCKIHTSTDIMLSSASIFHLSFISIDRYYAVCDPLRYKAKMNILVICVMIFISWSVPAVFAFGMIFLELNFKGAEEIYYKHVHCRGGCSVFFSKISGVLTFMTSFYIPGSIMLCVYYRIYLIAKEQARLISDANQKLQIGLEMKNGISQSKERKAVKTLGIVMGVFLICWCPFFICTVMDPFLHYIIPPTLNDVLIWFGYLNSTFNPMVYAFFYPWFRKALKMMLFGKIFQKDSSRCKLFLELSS
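Assay system: RD-HGA16 CHO cells with stable hTAAR1 and Gα16 / Reagent: EC80 β-phenethylamine stimulus / Doses: 3 µM, single point / Timing: dye loading 75 min at 37 °C, then 30 min room temperature / Measured by: Fluo-8 intracellular calcium dye fluorescence, real-time kinetic reads / Controls: vehicle wells and EC80 agonist wells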
CHO parental Ca: counter-screen: ATP calcium response change in parental CHO cells; parental CHO-K1, ATP-induced calcium, Fluo-8 fluorescence; inhibition, % at 5.6 µM; actives 0.63% (n = 330,000); AID 463079;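 active means inhibition above that plate's mean sample inhibition plus 3 SD, cut at about 26% in these data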;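 further: 0% = ATP-challenged DMSO wells and 100% = DMSO wells without ATP; some compounds past the cut are filed as inactive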
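Assay system: parental CHO cells; Read-out basis: percent inhibition of ATP-evoked calcium rise, normalized to controls; Benchmarks: ATP and no-ATP DMSO wells; Compound dosing: single nominal dose of 5.6 µM per compound; Signal: Fluo-8 calcium dye fluorescence; Also added: ATP as calcium-mobilizing challenge; Repeats: singlicate.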
OXTR agonist: activates the human oxytocin receptor; CHO-OTR cells, Fluo-8 calcium fluorescence; normalized: DMSO 0%, oxytocin 100%; AID 2435; actives 0.32% (n = 320,000); activation, % at 3 µM;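 active means activation above the mean of all tested compounds plus 3 SD, cutoff set per screening run, cut at about 20% in these data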;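 further: peak over basal fluorescence ratio from a 100 s FLIPR kinetic read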
M1 antag: antagonists of human M1 muscarinic receptor. P11229. CHO-K1 hM1, Fluo-8 calcium fluorescence, ACh EC80 antagonist. inhibition, % at 3 µM. actives 1.3% (n = 360,000). AID 588852;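 active means percent inhibition above its own plate's cutoff, namely the mean of that plate's compound wells plus 3 SD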;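 further: peak over basal fluorescence ratio during 140 s after agonist addition; 0% = ACh EC80 plus DMSO and 100% = DMSO alone without agonist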
TAAR1 ag: agonists of human TAAR1. Q96RJ0. CHO RD-HGA16 TAAR1, Fluo-8 calcium fluorescence; vehicle wells 0%, saturating PEA agonist 100%. activation, % at 3 µM. actives 0.99% (n = 360,000);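 active means activation above the mean activation of all test compounds in the run plus 3 SD, cut at about 38% in these data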
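test system = CHO RD-HGA16 cells carrying human TAAR1 plus Gα16 | schedule = 17-24 h seeding, 75 min 37 °C dye, 30 min RT | compound dosing = 3 µM single concentration | control set = DMSO and PEA EC100 | replicates = n 1 | signal = Fluo-8 fluorescence, 5 s baseline then 140 s kinetic read | measure = percent activation vs PEA EC100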
Starred values were filed as active, the others as inactive; / = no result given.

Start of the data: the first nine compounds, ahead of the listing:
SMILES	V1R ag counter	CHRM1 PAM	M1 ag	OXTR potentiator	TAAR1 antag	CHO parental Ca	OXTR agonist	M1 antag	TAAR1 ag
CC(C)OC(=O)c1cc2c(ccn2C)n1CC(=O)N(Cc1ccccc1)c1ccc(F)cc1	0.8	-0.9	-2.4	-10.3	9.2	-6.8	-1.6	-2.2	11.3
Cc1ccc2c(C(=O)CN3CC(C)CC(C)C3)c(C)[nH]c2c1 (stereo not drawn)	0.3	2.6	-6.6	-0.1	-11.9	-6.6	2.3	-5.5	15.5
Cc1nnc(SCC2=C(C(=O)O)N3C(=O)C(NC(=O)c4cccc(F)c4F)C3SC2)s1 (stereo not drawn)	1.0	-3.4	1.6	-2.4	-21.3	6.1	1.2	19.3	0.3
CCCOC(=O)C1C2C=CC3(CN(c4ccc(Cl)c(F)c4)C(=O)C13)O2 (stereo not drawn)	0.1	10.3	-0.2	1.9	-7.4	-20.0	-1.4	-14.5	-0.5
O=C(NCc1ccccc1)c1cc(C2CCCCN2S(=O)(=O)Cc2ccccc2)on1 (stereo not drawn)	/	-8.4	-6.3	/	8.5	/	/	5.6	-0.6
Cc1ccc(S(=O)(=O)N2CCN(C(=O)COC(=O)C3(C)CC3(Cl)Cl)CC2)c(C)c1 (stereo not drawn)	5.0	0.7	1.7	-12.9	10.5	-6.5	4.5	2.9	5.0
CCCCCNC(=O)c1ccc2c(=O)n(CCCN3CCCC3=O)c(=S)[nH]c2c1	0.3	3.8	-2.1	2.4	1.8	-8.1	0.7	6.9	-0.1
C=C1CCN([C@@H](CC(C)C)C(=O)NCc2ccccc2)S(=O)(=O)c2ccccc21	-1.1	2.5	-7.8	-7.4	8.2	-26.3	-1.9	4.2	10.8
CCN(CC)S(=O)(=O)c1ccc(N2Cc3ccccc3C2=N)cc1	1.5	-9.3	-3.4	3.6	7.5	-15.4	4.7	29.9*	2.0

This part in full, repeating the preview:
SMILES	V1R ag counter	CHRM1 PAM	M1 ag	OXTR potentiator	TAAR1 antag	CHO parental Ca	OXTR agonist	M1 antag	TAAR1 ag
CC(C)OC(=O)c1cc2c(ccn2C)n1CC(=O)N(Cc1ccccc1)c1ccc(F)cc1	0.8	-0.9	-2.4	-10.3	9.2	-6.8	-1.6	-2.2	11.3
Cc1ccc2c(C(=O)CN3CC(C)CC(C)C3)c(C)[nH]c2c1 (stereo not drawn)	0.3	2.6	-6.6	-0.1	-11.9	-6.6	2.3	-5.5	15.5
Cc1nnc(SCC2=C(C(=O)O)N3C(=O)C(NC(=O)c4cccc(F)c4F)C3SC2)s1 (stereo not drawn)	1.0	-3.4	1.6	-2.4	-21.3	6.1	1.2	19.3	0.3
CCCOC(=O)C1C2C=CC3(CN(c4ccc(Cl)c(F)c4)C(=O)C13)O2 (stereo not drawn)	0.1	10.3	-0.2	1.9	-7.4	-20.0	-1.4	-14.5	-0.5
O=C(NCc1ccccc1)c1cc(C2CCCCN2S(=O)(=O)Cc2ccccc2)on1 (stereo not drawn)	/	-8.4	-6.3	/	8.5	/	/	5.6	-0.6
Cc1ccc(S(=O)(=O)N2CCN(C(=O)COC(=O)C3(C)CC3(Cl)Cl)CC2)c(C)c1 (stereo not drawn)	5.0	0.7	1.7	-12.9	10.5	-6.5	4.5	2.9	5.0
CCCCCNC(=O)c1ccc2c(=O)n(CCCN3CCCC3=O)c(=S)[nH]c2c1	0.3	3.8	-2.1	2.4	1.8	-8.1	0.7	6.9	-0.1
C=C1CCN([C@@H](CC(C)C)C(=O)NCc2ccccc2)S(=O)(=O)c2ccccc21	-1.1	2.5	-7.8	-7.4	8.2	-26.3	-1.9	4.2	10.8
CCN(CC)S(=O)(=O)c1ccc(N2Cc3ccccc3C2=N)cc1	1.5	-9.3	-3.4	3.6	7.5	-15.4	4.7	29.9*	2.0
CCCCCC(=O)N1C[C@H](n2cc(C3CC3)nn2)[C@@H](O)C[C@@H]1c1ccc(Cl)cc1	/	7.1	1.1	/	-0.7	/	/	-11.5	3.7
COc1ccc(Cl)cc1NC(=O)CN1CCC(n2nnc3cc(F)ccc32)CC1	0.6	2.3	-2.3	-10.5	-2.1	-23.8	-0.3	-3.0	11.1
NC(=O)c1cc(-c2ccccc2)nc2ccc(Br)cc12	-0.5	9.6	-2.1	1.2	-0.7	-10.5	-2.5	-13.2	0.9
CCOC(=O)/C=C/C(=O)Nc1cc(S(=O)(=O)Nc2ccc(OC)cc2)ccc1N1CCOCC1	/	11.8	0.7	/	-1.1	/	/	-12.2	0.3
CC(=O)Nc1ccc(S(=O)(=O)NC(C)c2nc(-c3ccccc3)no2)cc1 (stereo not drawn)	1.7	0.5	1.8	-11.9	-4.2	-4.7	1.5	3.5	2.3
O=C(CCNS(=O)(=O)c1ccccc1F)N1CCN(C(c2ccccc2)c2ccccc2)CC1	-0.8	-1.2	-6.9	-12.2	-10.5	-18.5	-2.0	-1.3	-2.7
CCCCOc1ccc(C(=O)OCC(=O)c2c(N)n(C)c(=O)n(C)c2=O)cc1	9.7	9.9	-1.6	-7.4	-0.7	-9.0	2.0	-7.6	6.8
Cc1ccc(OCc2nc(-c3ccccn3)no2)c(Br)c1	0.2	6.3	-3.4	-8.8	10.3	-11.6	-1.8	-11.0	21.0
c1ccc(-c2cc(N3CCOCC3)nc3ccccc23)cc1	-0.8	-0.3	-5.7	-6.2	-1.4	-15.7	-2.4	-4.6	7.1
CCOC(=O)C(=NCCCN1CCOCC1)NNc1cccc(C(F)(F)F)c1	0.0	0.4	-2.6	-3.5	-15.8	-10.0	-1.0	9.3	2.6
c1csc(CN2CCN(Cc3cccs3)C2c2cccs2)c1	0.8	6.7	-4.6	-5.3	1.9	-18.8	-0.1	-7.5	4.6
CC(C)(Cc1ccc(O)cc1)NC(=O)CC(=O)N=Nc1c(O)[nH]c2ccc(Br)cc12	-0.2	14.7	-6.3	-24.2	14.2	-33.3	0.0	-7.9	5.4
O=C(NNC(=O)c1cncc(Br)c1)c1ccncc1	0.1	1.9	2.5	1.7	-1.5	-1.0	0.7	-2.9	5.8
COc1ccc(/C=N/NC(=O)CN(CCc2ccccc2)S(=O)(=O)c2ccc(NC(C)=O)cc2)cc1OC	0.4	-6.0	-6.5	-10.4	13.3	-20.6	-1.2	3.0	2.0
CCOC(=O)N1CCN(C(=O)COc2ccc(Br)cc2Cl)CC1	1.4	1.3	-1.1	-3.6	-1.6	-0.6	1.8	1.2	1.5
COc1cc(C(=O)N2CCNCC2)cc(OC)c1OC	0.1	-6.4	-4.6	-19.5	-14.0	-10.2	0.9	8.7	6.5

(further entries)
SMILES	V1R ag counter	CHRM1 PAM	M1 ag	OXTR potentiator	TAAR1 antag	CHO parental Ca	OXTR agonist	M1 antag	TAAR1 ag
CN1CCC(N2CCN(C3CN(C4CCCC4)S(=O)(=O)C3)CC2)CC1 (stereo not drawn)	/	3.9	-5.1	/	-4.2	/	/	3.3	7.0
Cc1cc(C(=O)NCC2COc3ccccc3O2)c2ccccc2n1 (stereo not drawn)	-1.6	1.1	-1.9	5.3	-14.9	-17.6	-0.6	4.8	2.2
CCCCCCn1c(N2CCC(C(N)=O)CC2)nc2c1c(=O)n(C)c(=O)n2C	-0.1	0.1	-5.0	-1.6	7.1	7.3	-0.1	3.9	5.5
CCc1cc2c(CN3CCN(CCO)CC3)cc(=O)oc2cc1O	0.9	4.8	-3.7	-5.3	0.3	-7.3	2.4	-5.6	15.3
O=C(CCN1C(=O)C2CCCCC2C1=O)N1CCN(S(=O)(=O)c2c(F)cccc2F)CC1 (stereo not drawn)	0.2	9.7	-3.6	0.8	-25.4	-22.9	-0.1	-14.8	3.1
COc1ccc(C2C(C(=O)NCCCN3CCOCC3)c3ccccc3C(=O)N2c2ccc(OC)cc2)cc1 (stereo not drawn)	0.8	7.7	-1.7	-0.2	-43.2	-7.4	1.5	-0.3	2.6
CCOC(=O)c1ccccc1NC(=O)c1ccc(F)cc1	-1.3	7.7	-3.8	-1.1	-46.5	-18.4	-2.2	-15.7	-1.5
COCCn1c(SCC(=O)Nc2cc(C(C)(C)C)nn2-c2ccccc2)nc2ccccc2c1=O	0.3	1.5	-0.9	-6.0	-0.4	-10.1	0.6	1.4	1.0
Cc1cc(C)nc(N/N=C/c2sccc2C)n1	-0.5	5.3	1.1	-8.4	-10.2	-10.7	-0.2	-8.0	-0.3
COc1ccc(CCNC(=O)CCCn2c(SCC(N)=O)nc3cc4c(cc3c2=O)OCO4)cc1OC	0.5	/	/	-2.6	-15.3	2.2	0.0	/	0.5
C#CCOCCOCCOCCNc1nc(N2CCN(C(=O)CCCCCCCCCCNC(=O)Cn3cc(C[C@@H](C)O)nn3)CC2)nc(N2CCN(C(=O)CCCCCCCCCCNC(=O)[C@@H]([C@H](C)O)n3cc(C)nn3)CC2)n1	5.6	-1.1	2.7	-12.1	/	-18.9	1.6	2.1	/
N#Cc1ccc(C(=O)OCCc2cc3ccccc3c(=O)o2)cc1	-0.2	-0.2	-4.2	-0.6	8.0	-3.7	-0.2	1.7	7.6
COc1ccc(CN=C(C)c2c(C(F)(F)F)[nH]n(-c3nc4ccccc4s3)c2=O)cc1	0.9	8.0	0.9	0.6	-18.6	-16.8	1.1	-8.7	4.3
COc1ccc(C(=O)Nc2ccc(S(=O)(=O)Nc3cc(C)nc(C)n3)cc2)cc1	0.2	8.3	-5.3	-2.5	-11.5	-4.8	0.2	-11.0	0.2
CCOC(=O)c1ccc(CNC(=O)CSc2nnnn2-c2ccc(Cl)cc2)o1	2.4	-1.7	-2.4	-4.7	-0.6	-10.5	0.7	-10.1	3.6
Cc1ccc(S(=O)(=O)N2C[C@H]3C(=O)C[C@@H](c4cccc(Cl)c4)N(S(=O)(=O)c4ccc(C)cc4)[C@H]3C[C@H]2c2ccc(Cl)cc2)cc1	/	-1.6	-2.3	/	-27.4	/	/	-6.7	4.2
Cc1ccc(SCC(=O)c2cc(C)c(OC(=S)N(C)C)c(C)c2)cc1	0.5	-6.8	-3.1	-22.5	57.0*	31.8	-1.0	16.6	3.6
CCCNS(=O)(=O)c1ccc(CCC(=O)N2CCOCC2)cc1	0.3	2.7	-2.7	-2.5	1.0	-3.5	-0.3	3.3	1.4
N#Cc1ccccc1S(=O)(=O)N1CCN(CC(=O)Nc2ccccc2C(=O)NC2CC2)CC1	1.0	-10.2	-1.6	-2.3	56.2*	-17.3	-1.4	9.2	14.1
